# Source: PubChem BioAssay
# Scp1 inh: Scp-1 phosphatase inhibitors, primary screen, biochemical, colorimetric, uHTS | Carboxy-terminal domain RNA polymerase II polypeptide A small phosphatase 1 (Homo … | Recombinant Scp1, phosphopeptide, malachite green phosphate absorbance | inhibition, % at 20 µM | 340,000 compounds, 0.88% hits | AID 493091, 2011;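 active = inhibition above about 50% at 20 µM, limit read from the data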;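 note: plate controls were DMSO wells with enzyme for no effect and wells lacking enzyme for full effect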
# Target sequence (Q9GZU7 76-261 limits assumed): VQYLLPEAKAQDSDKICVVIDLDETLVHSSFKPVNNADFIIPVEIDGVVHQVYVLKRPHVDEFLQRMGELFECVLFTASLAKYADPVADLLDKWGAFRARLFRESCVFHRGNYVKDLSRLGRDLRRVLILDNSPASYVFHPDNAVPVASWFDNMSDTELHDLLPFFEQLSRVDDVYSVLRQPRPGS
#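 Test system: SCP-1 phosphatase catalytic domain, residues 76-261 | Compound dosing: One concentration, 20 µM, with 1.0% DMSO | Schedule: 45 min room-temperature reaction, 5 min colour, 30 min stabiliser | Detection: Absorbance at 630 nm | Read-out basis: % inhibition of SCP-1 phosphate liberation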
# SUMO1 PPI mod: modulators of SUMO1 protein-protein interactions, primary screen, biochemical, uHTS; Small ubiquitin-related modifier 1 (Homo sapiens), P63165; SUMO1 binding to a labelled peptide, TR-FRET, 1 h; inhibition, % at 20 µM; 360,000 compounds, 0.33% hits; AID 602429, 2012; in the data active = inhibition above about 37%
# Target sequence (P63165 whole entry, looked up): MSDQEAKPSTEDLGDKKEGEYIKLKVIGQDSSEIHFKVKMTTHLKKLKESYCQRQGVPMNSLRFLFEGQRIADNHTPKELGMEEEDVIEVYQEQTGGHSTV
# Rin1-Abl PPI inh: inhibitors of Rin1-Abl protein binding, primary screen, biochemical, TR-FRET; 360,000 compounds, 0.4% hits; inhibition, % at 7.35 µM; Tyrosine-protein kinase ABL1 (Homo sapiens) + Ras and Rab interactor 1 (Homo sapiens), …; in the data active = inhibition above about 5%, passing the limit was not always enough
# DNMT1 inh: human DNMT1 methyltransferase inhibitors, primary screen, biochemical, molecular beacon, fluorescence, HinP1I cleavage, uHTS | DNA (cytosine-5)-methyltransferase 1 (Homo sapiens), P26358 | inhibition (reported as % activation of signal), % at 10 µM | 360,000 compounds, 0.83% hits | AID 588458, 2011; in the data active = inhibition above about 50%
# STEP inh: STEP phosphatase inhibitors, primary screen, biochemical, fluorescence intensity, uHTS; Tyrosine-protein phosphatase non-receptor type 5 (Homo sapiens), P54829; recombinant STEP, OMFP fluorogenic substrate; inhibition, % at 20 µM; 360,000 compounds, 0.25% hits; AID 588621, 2011;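 active = inhibition at 20 µM, scaled per plate between control wells, above about 37%, limit read from the data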;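 note: 0% = DMSO with enzyme and substrate and 100% = substrate only without enzyme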
#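 Also added – OMFP at 25 µM · Test system – STEP tyrosine phosphatase · Technique – FITC-channel fluorescence of OMFP product · Schedule – 20 min at room temperature, dark · Evaluation – control-normalized % inhibition with plate pattern correction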
# Neddylation inh: inhibitors of cullin neddylation, primary screen, biochemical, TR-FRET, uHTS, NAE and Ubc12 | 360,000 compounds, 0.58% hits | NEDD8-conjugating enzyme Ubc12 (Homo sapiens) + NEDD8-activating enzyme E1 regulatory … | calls only at 25 µM; in the data active = inhibition above about 36%
# CSN deneddyl inh: inhibitors of CSN-mediated cullin deneddylation, primary screen, biochemical, fluorescence polarization, uHTS; COP9 signalosome complex subunit 5 (Homo sapiens), Q92905; Purified CSN, SCF-Nedd8-OG deneddylation; inhibition, % at 12.5 µM; 360,000 compounds, 0.38% hits; AID 651999, 2013;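 active = pattern-corrected inhibition above about 35%, with an unprinted fluorescence ratio check between 0.5 and 1.5, limit read from the data, passing the limit was not always enough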;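 note: 0% = enzyme with substrate and 100% = substrate without enzyme; some results filed as inactive read as strong as hits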
# Target sequence (Q92905 whole entry, looked up, one chain of several): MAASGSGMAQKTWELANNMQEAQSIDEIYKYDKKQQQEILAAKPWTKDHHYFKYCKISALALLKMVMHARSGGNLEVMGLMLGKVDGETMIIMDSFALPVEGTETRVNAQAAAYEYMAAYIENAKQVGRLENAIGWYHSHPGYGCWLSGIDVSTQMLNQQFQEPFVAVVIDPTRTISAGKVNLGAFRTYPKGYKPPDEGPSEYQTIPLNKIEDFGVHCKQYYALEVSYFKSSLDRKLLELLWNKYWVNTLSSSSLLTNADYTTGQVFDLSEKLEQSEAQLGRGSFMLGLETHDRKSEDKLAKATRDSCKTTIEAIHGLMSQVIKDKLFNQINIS
#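 Detection – fluorescence polarization · System – HEK293T-derived human Csn5 enzyme · Controls – substrate-only high control, full reaction low control · Timing – 90 min, room temperature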
# LMPTP block: LMPTP phosphatase inhibitors, primary screen, biochemical, fluorescence intensity, uHTS; inhibition, % at 20 µM; 360,000 compounds, 0.22% hits; recombinant LMPTP-A, OMFP fluorogenic substrate;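 active = compounds that cut the enzyme signal by at least half of the control window in the single-dose screen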;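 note: plate controls were DMSO wells with enzyme plus substrate for no effect and substrate without enzyme for full effect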
# Target sequence (P24666 whole entry, looked up): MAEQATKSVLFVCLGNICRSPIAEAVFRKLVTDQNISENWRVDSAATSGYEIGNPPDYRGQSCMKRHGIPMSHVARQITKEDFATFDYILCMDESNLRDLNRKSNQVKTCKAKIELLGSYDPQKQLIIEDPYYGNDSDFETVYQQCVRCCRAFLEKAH
#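 Test system – LMPTP-A phosphatase enzyme · Quantity – 0.625 nM LMPTP-A final · Reagent – OMFP substrate, 400 µM final · Dosing – one test concentration per compound, 20 µM, with 3% DMSO overall · Timing – 50 min enzyme reaction at room temperature, protected from light · Detection – fluorescence intensity · Controls – substrate-only low control, DMSO enzyme-plus-substrate high control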
# NadD block: inhibitors of S. aureus NadD, primary screen, biochemical, colorimetric, uHTS | 360,000 compounds, 0.78% hits | Nicotinate-nucleotide adenylyltransferase NadD (Staphylococcus aureus N315) | AID 602399, 2012 | inhibition, % at 20 µM | purified NadD enzyme, colorimetric absorbance read-out; in the data active = inhibition above about 26%; note: some compounds past the cut are filed as inactive
# Rpn11 block: Rpn11 (PSMD14) deubiquitinase inhibitors, primary screen, biochemical, fluorescence polarization, uHTS; 26S proteasome non-ATPase regulatory subunit 14 (Homo sapiens), O00487; human 26S proteasome, Ub4-pepOG fluorescence polarization; 20S core pre-blocked with epoxomicin; calls only at 20 µM; 360,000 compounds, 0.59% hits; AID 588493, 2011;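 active = inhibition at 20 µM, scaled to each plate's controls, above about 33%, limit read from the data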
# Active calls of the source: *; i = inactive; / = no result given; + = active, no number.
Structure	Scp1 inh	SUMO1 PPI mod	Rin1-Abl PPI inh	DNMT1 inh	STEP inh	Neddylation inh	CSN deneddyl inh	LMPTP block	NadD block	Rpn11 block
O=C1/C(=C/c2cccs2)N=C(c2cccs2)N1Nc1ccccc1	-6	-10	5	-2	1	i	3	3.3	17	i
COCCCNC(NC(=O)c1ccc(OC)cc1)C(Cl)(Cl)Cl (centres undefined)	-7	2	-3	1	-1	i	0	-0.9	-3	i
Cc1ccc(-c2nc(NCC3CCCO3)sc2C)cc1 (centres undefined)	-8	-4	1	-3	-1	i	9	-0.6	8	i
COCCNc1nnc(SCC(=O)Nc2nnc(-c3ccccc3)o2)s1	4	-1	2	1	2	i	4	-2.4	-1	i
COc1ccc(NC(=O)CCNC(=O)c2ccc([N+](=O)[O-])cc2)cc1S(=O)(=O)N1CCCCC1	8	-29	-4	1	0	i	2	0.1	-2	i
CCOc1ccc(NC(=O)c2ccco2)c([N+](=O)[O-])c1	-7	-19	1	-1	-2	i	-6	-0.6	0	i
Cc1cc(-c2csc(N)n2)c(C)n1Cc1ccco1	6	7	-1	-13	-2	i	21	9.0	31*	i
Cc1ccc(S(=O)(=O)N(C)CC(=O)N2CCc3ccccc32)cc1	-17	-4	0	2	2	i	0	0.6	-6	i
CCOC(=O)c1ccc(NC(=O)NCc2ccccn2)cc1	4	0	0	0	1	i	2	-0.3	4	i
CCOC(=O)c1cnn(-c2nc(CC)nc3sc4c(c23)CCC4)c1N	5	-2	-2	3	0	i	1	-2.3	-12	i
CC(C)(C)C1(O)CC(C(F)(F)F)=NN1C(=O)CCCc1ccccc1 (centres undefined)	-2	-4	2	-2	2	i	-5	0.2	-4	i
COc1ccc(N2CCN(C(CNS(C)(=O)=O)c3ccco3)CC2)cc1 (centres undefined)	-1	0	3	9	-1	i	4	-1.7	4	i
O=C(CSc1ccccc1F)NC(=O)NCc1ccco1	25	2	-2	9	2	i	-6	-0.2	3	i
CCOc1ncccc1C(=O)OCc1ccc([N+](=O)[O-])cc1	-6	-6	1	-1	-2	i	0	-0.3	-1	i
CC1CCCN(S(=O)(=O)c2ccc(NC(=O)CN3C(=O)NC(C)(c4ccccc4)C3=O)cc2)C1 (centres undefined)	-4	1	1	-2	-5	i	-4	-1.6	5	i
COc1cc2[nH]c(=O)n(Cc3ccc(C(=O)NCCCN4CCN(C)CC4)cc3)c(=O)c2cc1OC	-1	1	1	0	5	i	4	-5.0	4	i
COc1ccc(NC(=O)COC(=O)c2ccc(N3CCCC3=O)cc2)cc1	-1	1	0	6	-1	i	1	-1.1	3	i
CCCCN1CC(=O)N2[C@H](c3ccc(Cl)cc3)[C@@H]3C(=O)N(CC)C(=O)[C@@H]3[C@]2(Cc2ccccc2)C1=O	-2	-2	-1	3	-2	i	3	0.1	-6	i
O=C(N/N=C/c1cccnc1)c1cc(-c2ccccc2)nc2ccccc12	-7	12	1	0	0	i	0	-0.3	1	i
COc1ccc(OCC(=O)Nc2cccc(C(C)=O)c2)cc1	2	-2	0	7	0	i	-4	-0.1	-1	i
NC(=O)CCCn1c(C(=O)c2cc(Cl)c(N)c(Cl)c2)c2ccc(C(F)(F)F)cc2[n+]1[O-]	-9	-12	-1	-4	-1	i	-3	0.2	-1	i
O=C(N/N=C/c1cn[nH]c1-c1ccccc1)c1ccco1	3	5	3	1	-1	i	6	1.2	-1	i
Cc1c(NC(=O)CCN2C(=O)c3ccccc3C2=O)c(=O)n(-c2ccccc2)n1C	-10	-8	-1	1	-1	i	1	-2.7	3	i
Cc1ccc(/C=C/C(=O)c2ccc(O)cc2)cc1	0	-6	-1	-2	-4	i	9	1.7	0	i
CCCCNC(=S)NNC(=O)c1cc(-c2ccncc2)nc2ccccc12	-11	-15	0	-1	1	i	5	-0.9	10	i
COC(=O)c1scc(C)c1NC(=O)/C=C/C(=O)O	-9	2	5	-1	-2	i	-1	-1.2	-4	i
CCn1cc(C(=O)NCCCN2CC(C)CC(C)C2)c(=O)c2cc(S(=O)(=O)N(C)C3CCCCC3)ccc21 (centres undefined)	2	0	4	-3	-4	i	2	1.6	-4	i
CC(C)c1nnc(NC(=O)CCC(=O)N2CCN(C3CCCCC3)CC2)s1	-6	26	2	0	2	i	1	-1.4	0	i
CN(Cc1ccc(Cl)cc1Cl)C(=O)CNC(=O)c1ccc2c(c1)OCO2	5	0	3	4	-2	i	-7	-1.2	-2	i
CN(C)S(=O)(=O)c1ccc(-c2csc(N/N=C/c3ccc(O)cc3)n2)cc1	-1	-10	-2	-21	12	i	-1	1.5	38*	i

# Next section.
Structure	Scp1 inh	SUMO1 PPI mod	Rin1-Abl PPI inh	DNMT1 inh	STEP inh	Neddylation inh	CSN deneddyl inh	LMPTP block	NadD block	Rpn11 block
COc1cccc(-c2cc(C(=O)Nc3cccnc3)no2)c1	-3	-2	-5	0	0	i	1	-1.0	0	i
COc1cc2cnc(-c3ccccc3)c(-c3cccc(C(F)(F)F)c3)c2cc1OC	53*	6	-1	-14	0	i	5	4.4	15	i
O=C(C1CCN(S(=O)(=O)c2cccc3cccnc23)CC1)N1CCCCC1	-5	6	0	0	-2	i	-3	-0.9	-5	i
N#Cc1ccc(C(=O)Nc2cccc3cccnc23)c(F)c1	100*	3	-1	35	97*	i	2	38	0	+
Cc1ccc(S(=O)(=O)N2CCOC2CNC(=O)C(=O)NCc2cccnc2)cc1 (centres undefined)	-9	-1	0	8	0	i	-5	-1.3	-6	i
CC(C)COC(=O)C1C2C=CC3(CN(C(C)c4ccc(Br)cc4)C(=O)C13)O2 (centres undefined)	-4	5	-1	0	2	i	8	0.0	-2	i
COc1ccc(N2Cc3ccccc3C2=O)cc1	-2	0	1	0	2	i	5	-0.9	3	i
Cn1cc(C(=O)N2CCc3ccccc32)cn1	-10	2	-3	-9	-4	i	1	-1.2	5	i
O=C(OCC(=O)N1CCCC1)c1cc(F)c(F)cc1Cl	-3	4	3	1	1	i	0	1.9	-7	i
O=C(Nc1ncn[nH]1)c1cc([N+](=O)[O-])ccc1Cl	4	-15	0	1	0	i	-2	-2.6	-8	i
O=C(CSc1nccn1-c1ncc(C(F)(F)F)cc1Cl)c1ccc(Br)cc1	-10	2	-1	0	-3	/	8	-0.9	2	i
O=C(Cn1c(SCc2ccccc2)nc2ccccc21)N1CCOCC1	-3	-4	0	-1	-1	i	-6	-1.0	-5	i
O=C(/C=C/c1cc[n+](CC(=O)c2ccc3cccc4c3c2CC4)cc1)c1ccc2cccc3c2c1CC3	17	132*	-3	102*	19	i	113*	54*	83*	+
CN(C)C(/C=C/Nc1ccc(C#N)cc1)=C(C#N)C#N	5	-4	-3	-3	2	i	-1	-0.1	-3	i
c1ccc(-c2ccc(Oc3cc(N4CCOCC4)nc(-c4ccccc4)n3)cc2)cc1	11	1	0	2	1	i	-1	2.9	15	i
CN1CCC(N(C)C(=O)c2cc(-c3ccc(F)cc3)nc3ccccc23)CC1	5	-9	-1	1	1	i	-1	-6.7	-4	i
O=C(NCCN1CCN(c2ccccc2)CC1)c1cccn2c(=O)c3cc(Cl)ccc3nc12	-6	-4	1	-2	3	i	0	3.6	-11	i
COc1ccccc1NS(=O)(=O)c1cc([N+](=O)[O-])ccc1N/N=C/c1c(C)[nH]c2ccccc12	-6	-11	-1	-19	2	i	26	15	28	/
CCN1CCN(C(=O)c2ccc3c(=O)n(CCc4ccccc4)c(=O)[nH]c3c2)CC1	-5	-1	2	3	0	i	-4	-0.5	-5	i
O=C(O)CN1C(=O)S/C(=C\c2cccnc2)C1=O	0	-21	-4	0	1	i	2	-1.8	-3	i
CCOc1ccc(NS(=O)(=O)c2c(C)nc3sc(CC)nn3c2=O)cc1	-10	5	2	-3	-3	i	5	0.5	-4	i
COC(=O)c1cc2ccsc2n1CC(=O)N(C)C1CCCCC1	-7	-3	-1	-1	-1	i	5	-0.4	-5	i
COc1ccc(NC(=O)CSc2nc3ccccc3c(=O)[nH]2)cc1S(N)(=O)=O	14	3	1	8	2	i	-1	-2.0	-2	i
COc1ccc(-c2nc(NC(=O)C3CC(=O)N(c4ccc5c(c4)OCCO5)C3)sc2C)cc1 (centres undefined)	4	3	-1	-2	-1	i	8	5.0	21	i
C[C@H]1CN([C@@H](C)CO)C(=O)CCCn2nncc2CO[C@H]1CN(C)S(=O)(=O)c1ccc2ccccc2c1	/	-4	-3	6	0	i	3	-1.4	3	i
COc1ccc(OC)c(CC(=O)Nc2ccc3c(c2)CCC3)c1	-1	2	2	0	-2	i	1	-0.7	-11	i
O=C(Nc1nnc(Cc2ccccc2F)s1)c1ccccc1Cl	5	7	1	-2	-1	i	-3	-1.5	-4	i

# Retrieved by compound from above:
Structure	Scp1 inh	SUMO1 PPI mod	Rin1-Abl PPI inh	DNMT1 inh	STEP inh	Neddylation inh	CSN deneddyl inh	LMPTP block	NadD block	Rpn11 block
CN(C)C(/C=C/Nc1ccc(C#N)cc1)=C(C#N)C#N	5	-4	-3	-3	2	i	-1	-0.1	-3	i
CN1CCC(N(C)C(=O)c2cc(-c3ccc(F)cc3)nc3ccccc23)CC1	5	-9	-1	1	1	i	-1	-6.7	-4	i
COC(=O)c1cc2ccsc2n1CC(=O)N(C)C1CCCCC1	-7	-3	-1	-1	-1	i	5	-0.4	-5	i
Cc1ccc(S(=O)(=O)N2CCOC2CNC(=O)C(=O)NCc2cccnc2)cc1 (centres undefined)	-9	-1	0	8	0	i	-5	-1.3	-6	i
COc1ccc(OC)c(CC(=O)Nc2ccc3c(c2)CCC3)c1	-1	2	2	0	-2	i	1	-0.7	-11	i
